Caspase-7 inhib: blocks human caspase-7 allosterically or competitively; P55210; recombinant caspase-7, Ac-DEVD-AFC fluorescence rate; Potency, µM (titrated, usually from 57.5 µM), for inactives: at the highest dose activity change, negative = inhibition, usual class: inhibitors; 75,000 tested, 0.02% active; AID 889; active = well fitted inhibition curve with a large enough effect in the main read-out, with a control signal flat, not every such curve was filed as active; inconclusive = small, poorly fitted or top-dose-only effect, or a change in a side signal; also: potency is read from the fitted curve at half-maximal effect; % of control where 0% means no effect
ERK AVP inh: blocks ERK signaling stimulated by vasopressin; HEK293-V1b, vasopressin-stimulated pERK AlphaScreen; Potency, µM (series often up to 57.5 µM), for inactives: top-dose activity, negative = inhibition, hits mostly inhibitors; 72,000 tested, 0.99% active; also: potency is read from the fitted curve at half-maximal effect; % is scaled to controls: 0 for no effect and ±100 for the full control effect; nearly all actives have a fitted effect of over 55% in size
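HEK293 cells stably expressing V1b receptor, preincubated 30 min at 37 °C with compound, then stimulated 5 min with 25 nM vasopressin. Phospho-ERK by AlphaScreen SureFire after 5 h RT; normalized to DMSO and vasopressin; AC50 by Hill fit.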
A350 fluor: A350 region autofluorescence; Compound autofluorescence, 340/450 nm, Alexa 350 dye-equivalents; hits give high values; max dye-equivalent concentration, M; 59,000 tested, 11% active; AID 590; in the data active = max dye-equivalent concentration above about 10 nM; inconclusive = mostly about 1.1 nM to 9.6 nM
Tau filament bind: binds recombinant human tau filaments. Potency, µM (top dose mostly 57.1 µM), for inactives: top-dose activity change, negative = inhibition. recombinant tau filaments, thioflavin S fluorescence, 15 h; filaments grown with octadecylsulfate alongside compound. P10636. AID 596. 71,000 tested, 2% active;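 also: potency is read from the fitted curve at half-maximal effect; % is scaled to controls: 0 for no effect and ±100 for the full control effect; actives lower thioflavin S fluorescence by blocking filaments or displacing dye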
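Assay mix: 1 uM His-tagged tau, 30 uM sodium octadecylsulfate, thioflavine S dye in HEPES/NaCl/DTT buffer. Compound is added prior to the inducer. Fluorescence after 15 h at 37 C.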
Casp1 inh: allosteric or competitive inhibitors of human caspase-1. P29466. Caspase-1 enzyme, Ac-WEHD-AFC fluorogenic rate. Potency, µM (titrated, usually from 57.5 µM), inactives show top-dose activity change, negative = inhibition, most hits filed as inhibitors. 75,000 tested, 0.03% active. AID 900;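 also: potency is read from the fitted curve at half-maximal effect; plate controls were vehicle for no effect and no substrate for full effect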
Target sequence (P29466 120-297 limits assumed): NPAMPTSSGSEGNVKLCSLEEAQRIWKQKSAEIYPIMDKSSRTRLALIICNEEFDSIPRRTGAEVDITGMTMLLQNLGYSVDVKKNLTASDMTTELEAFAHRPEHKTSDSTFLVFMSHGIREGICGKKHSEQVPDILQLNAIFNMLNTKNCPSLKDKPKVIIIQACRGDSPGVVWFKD
Target sequence (P29466 317-404 limits assumed): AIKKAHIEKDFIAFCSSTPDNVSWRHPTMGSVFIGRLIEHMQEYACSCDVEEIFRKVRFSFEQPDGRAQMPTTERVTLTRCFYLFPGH
Rhodamine fluor: compound fluoresces in the rhodamine spectral region | Rhodamine-region fluorescence, 547/598 nm, Tris buffer; hits give high values | max dye-equivalent concentration, M | 59,000 tested, 0.05% active | AID 594; in the data active = max dye-equivalent concentration above about 11 nM; inconclusive = between about 1.1 nM and that limit
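A six-point rhodamine series on each plate calibrates the signal. Compounds sit in 100 mM Tris (pH 8.0) for 15 min at ambient temperature before imaging through 547 nm/598 nm filters.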
Texas Red fluor: Texas Red region autofluorescence; Compound fluorescence, Texas Red channel, 547/618 nm; hits give high values; max dye-equivalent concentration, M; 59,000 tested, 0.06% active; AID 587; in the data active = max dye-equivalent concentration above about 10 nM; inconclusive = between about 1.1 nM and that limit
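qHTS profiling of intrinsic compound fluorescence; 100 mM Tris pH 8.0; 15 min RT; ex 547 / em 618 nm; response expressed as Texas Red dye-equivalent concentration from six-point plate standard.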
FLuc inh: firefly luciferase inhibition; Potency, µM (titrated, usually from 57.1 µM), for inactives: at the highest dose activity change, negative = inhibition, actives largely listed as inhibitors; 72,000 tested, 2.2% active; AID 411; purified firefly luciferase, luminescence, 8 min; also: potency is read from the fitted curve at half-maximal effect; % is scaled to controls: 0 for no effect and ±100 for the full control effect; nearly all actives have a fitted effect of over 40% in size
Target sequence (P08659 whole entry, looked up): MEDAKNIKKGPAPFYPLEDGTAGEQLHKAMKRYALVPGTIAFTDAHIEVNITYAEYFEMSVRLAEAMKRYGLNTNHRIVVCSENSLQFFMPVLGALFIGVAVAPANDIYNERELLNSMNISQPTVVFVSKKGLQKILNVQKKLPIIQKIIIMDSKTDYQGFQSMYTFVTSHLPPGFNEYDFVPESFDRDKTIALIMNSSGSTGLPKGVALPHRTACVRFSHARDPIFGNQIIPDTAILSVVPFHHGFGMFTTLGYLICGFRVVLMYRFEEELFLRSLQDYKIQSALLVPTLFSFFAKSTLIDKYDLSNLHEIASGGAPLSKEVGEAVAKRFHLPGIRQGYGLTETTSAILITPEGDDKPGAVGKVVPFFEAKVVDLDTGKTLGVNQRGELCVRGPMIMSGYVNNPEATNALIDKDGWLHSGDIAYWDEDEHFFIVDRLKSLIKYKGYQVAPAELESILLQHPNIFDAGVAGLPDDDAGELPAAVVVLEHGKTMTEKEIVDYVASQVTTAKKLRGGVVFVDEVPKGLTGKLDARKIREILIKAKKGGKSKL
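Compounds were tested as concentration series (qHTS) against purified P. pyralis luciferase with luciferin and 10 uM ATP in 50 mM imidazole pH 7.2, 50 mM KCl, 7 mM MgCl2, 0.01% Tween 20, 0.05% BSA. Luminescence was read after 8 min at ambient temperature.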
Fluorescein fluor: fluorescein region autofluorescence; Compound autofluorescence, 480/540 nm, fluorescein-equivalent; hits give high values; max fluorescein-equivalent concentration, M; 59,000 tested, 0.91% active; AID 593; in the data active = max fluorescein-equivalent concentration above about 10 nM; inconclusive = between about 1.1 nM and that limit
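Read-out is intrinsic compound fluorescence at 480/540 nm (excitation/emission), expressed as dye-equivalent concentration using a fluorescein standard series run on every plate. Compounds sat 15 min at room temperature in 100 mM Tris, pH 8.0.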
HEK293 cAMP ctrl: raises cAMP in parental HEK293 cells, TSHR agonist counter-screen; AID 938; Potency, µM (highest dose often 57.1 µM), inactives show top-dose activation, most hits filed as activators; parental HEK293 CNG cAMP sensor, membrane potential fluorescence; 73,000 tested, 2.5% active; also: potency is read from the fitted curve at half-maximal effect; % of control where 0% means no effect; nearly all actives have a fitted effect of over 55% in size
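Parental HEK 293 cells stably expressing a modified CNG channel (no TSHR) report cAMP rise as membrane depolarization. Membrane potential dye with 100 uM RO 20-1724 was loaded for 60 min at room temperature, then compound added for 30 min; fluorescence read at 590 nm.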
4-MU autofl: compound fluoresces in the 4-MU spectral region; compound autofluorescence, 340/450 nm, 4-MU equivalents; hits give high values; max dye-equivalent concentration, M; 59,000 tested, 11% active; in the data active = max dye-equivalent concentration above about 10 nM; inconclusive = mostly about 1.1 nM to 9.6 nM
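Compounds in 100 mM Tris, pH 8.0, sat 15 min at room temperature before fluorescence was read at 340 nm excitation/450 nm emission; a per-plate six-point 4-MU standard curve converted signals to dye-equivalent concentration at each compound concentration.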
Active calls of the source: *; i = inactive; ? = inconclusive; nt = no result given; [ ] = dose if it differs, or a comment. Unless noted, calls follow the shape of the dose curve; as a rule, active = well fitted curve in the direction sought with a large enough effect; inconclusive = small, poorly fitted or top-dose-only effect, or another doubt; inactive = no such curve, though single readings can be large; an effect the other way counts as inactive or inconclusive.

[1] O=C(OCCN1CCOCC1)c1ccc2c(c1)OCCO2
[2] O=C(O)CCNc1ccccc1C(=O)O
[3] CCOC(=O)C1C(=O)NC(N2CCc3ccccc32)=NC1c1ccccc1 (stereo not given)
[4] Cc1cc(C(=O)OCC(=O)N2CCN(c3ccccc3)CC2)c2ccccc2n1
[5] Cc1ccc(C2/C(=C(/O)c3ccc(Br)cc3)C(=O)C(=O)N2Cc2ccco2)o1 (stereo not given)
[6] CC(=O)Nc1ccc(S(=O)(=O)N2CCN(c3cccc(C)c3C)CC2)cc1

Assay by compound,1,2,3,4,5,6
Caspase-7 inhib,nt,1%[11.5 µM],0%,-1%,-3%,-5%
ERK AVP inh,nt,-8%[11.5 µM],-11%,?,-1%,nt
A350 fluor,i,8.5e-08M*,i,i,nt,nt
Tau filament bind,nt,11%[11.4 µM],0%,13µM*,-3%,48%
Casp1 inh,nt,0%[11.5 µM],0%,-2%,-3%,-1%
Rhodamine fluor,i,i,i,i,nt,nt
Texas Red fluor,i,i,?,i,nt,nt
FLuc inh,-6%[25.5 µM],1%[11.4 µM],2%,-5%,0%,3%
Fluorescein fluor,i,?,i,i,nt,nt
HEK293 cAMP ctrl,nt,6%[11.4 µM],?,7%,9%,2%
4-MU autofl,i,8.8e-08M*,i,i,nt,nt

[7] Cc1cccc2sc(NC(=O)CNS(=O)(=O)c3ccc(Br)s3)nc12
[8] CC(=O)NC(N1CCCCC1)C(F)(F)C(F)(F)C(F)(F)C(F)F (stereo not given)
[9] COC(=O)c1cc(OC)c(OC)cc1N
[10] CC1(C)Cc2cccc(OCC(=O)O)c2O1
[11] CCOc1cccc(-c2nnc3sc(-c4cc(OC)c(OC)c(OC)c4)nn23)c1
[12] C/C(N)=C(/C#N)C(=O)COC(=O)C(NS(=O)(=O)c1ccc(Cl)cc1)C(C)O (stereo not given)

Assay by compound,7,8,9,10,11,12
Caspase-7 inhib,-7%,0%,nt,2%,nt,0%
ERK AVP inh,20µM*,16%,nt,0%,nt,-18%
A350 fluor,i,nt,1.4e-08M*,i,i,i
Tau filament bind,-1%,5%,nt,-1%,nt,-6%
Casp1 inh,-2%,1%,nt,-1%,nt,0%
Rhodamine fluor,i,nt,i,i,i,i
Texas Red fluor,i,nt,i,?,i,i
FLuc inh,2%,0%,-1%[25.5 µM],1%,3%[25.5 µM],8%
Fluorescein fluor,i,nt,i,?,?,i
HEK293 cAMP ctrl,4%,-1%,nt,-2%,nt,-8%
4-MU autofl,i,nt,1.2e-08M*,i,i,i

[13] CCOC(=O)NC(=O)CSc1nc(C)cc(C(F)(F)F)c1C#N
[14] NS(=O)(=O)c1ccc(N=Nc2cc3ccccc3c(C(=O)O)c2O)cc1
[15] Cc1ccc(N2CC(C(=O)N3CCCc4ccccc43)CC2=O)cc1 (stereo not given)
[16] COc1cccc(-c2csc3nnc(SCC(=O)NCc4cccs4)n23)c1
[17] O=C(CCSc1nnc(-c2ccncc2)o1)Nc1ccc(F)cc1
[18] CCOCCCNC(=O)c1c(-c2ccccc2)noc1C

Assay by compound,13,14,15,16,17,18
Caspase-7 inhib,-4%,-8%[11.5 µM],-1%,2%,1%,7%
ERK AVP inh,2%,-26%[11.5 µM],11%,-28%,-2%,23%
A350 fluor,i,i,i,i,i,i
Tau filament bind,8%,1.3µM*,0%,2%,-12%,0%
Casp1 inh,-2%,2%[11.5 µM],2%,1%,2%,1%
Rhodamine fluor,i,i,i,i,i,i
Texas Red fluor,i,i,i,i,i,i
FLuc inh,-4%,0%[11.4 µM],-1%,-1%,1%,3%
Fluorescein fluor,?,?,i,i,i,?
HEK293 cAMP ctrl,?,-25%[11.4 µM],?,?,1%,2%
4-MU autofl,i,i,i,i,i,i

Arranged by molar mass (lowest first): part of the list above
[10] CC1(C)Cc2cccc(OCC(=O)O)c2O1
[15] Cc1ccc(N2CC(C(=O)N3CCCc4ccccc43)CC2=O)cc1 (stereo not given)
[17] O=C(CCSc1nnc(-c2ccncc2)o1)Nc1ccc(F)cc1
[13] CCOC(=O)NC(=O)CSc1nc(C)cc(C(F)(F)F)c1C#N
[11] CCOc1cccc(-c2nnc3sc(-c4cc(OC)c(OC)c(OC)c4)nn23)c1
[12] C/C(N)=C(/C#N)C(=O)COC(=O)C(NS(=O)(=O)c1ccc(Cl)cc1)C(C)O (stereo not given)

Assay by compound,10,15,17,13,11,12
Caspase-7 inhib,2%,-1%,1%,-4%,nt,0%
ERK AVP inh,0%,11%,-2%,2%,nt,-18%
A350 fluor,i,i,i,i,i,i
Tau filament bind,-1%,0%,-12%,8%,nt,-6%
Casp1 inh,-1%,2%,2%,-2%,nt,0%
Rhodamine fluor,i,i,i,i,i,i
Texas Red fluor,?,i,i,i,i,i
FLuc inh,1%,-1%,1%,-4%,3%[25.5 µM],8%
Fluorescein fluor,?,i,i,?,?,i
HEK293 cAMP ctrl,-2%,?,1%,?,nt,-8%
4-MU autofl,i,i,i,i,i,i

(continued)
[19] CCOC(=O)CCC(=O)Nc1ccccc1C(N)=O
[20] COc1ccc2[nH]cc(CCNc3ncncc3-c3ccccc3C)c2c1
[21] Nn1c(SCC(=O)Nc2ccc3c(c2)OCO3)nnc1C1CC1
[22] CCCNc1nc2c(c(=O)[nH]c(=O)n2C)n1CCc1ccccc1
[23] CCOC(=O)O[C@]1(C(=O)COC(=O)CC)CC[C@@H]2[C@@H]3CCC4=CC(=O)C=C[C@@]4(C)[C@H]3[C@H](O)C[C@]21C
[24] Cc1ccc(OCC(=O)Nc2ccc3c(c2)nc(CCN2CCOCC2)n3C)cc1

Assay by compound,19,20,21,22,23,24
Caspase-7 inhib,0%,-5%,-1%,-1%,0%[25.7 µM],-1%
ERK AVP inh,8%,?,-1%,nt,14%[25.7 µM],-3%
A350 fluor,nt,1.4e-07M*,i,nt,i,i
Tau filament bind,-7%[11.4 µM],-10%,-16%,-4%,-18%[25.6 µM],1%
Casp1 inh,-1%,-8%,4%,1%,-5%[25.7 µM],-2%
Rhodamine fluor,nt,i,i,nt,i,i
Texas Red fluor,nt,i,i,nt,i,?
FLuc inh,2%,1%[2.29 µM],0%,1%,-5%[25.5 µM],0%
Fluorescein fluor,nt,?,?,nt,?,i
HEK293 cAMP ctrl,-4%[11.4 µM],?,3%,-6%,27%[25.6 µM],25µM*
4-MU autofl,nt,1.2e-07M*,i,nt,i,i

[25] COc1ccccc1N(CC(=O)Nc1ccc(F)c(F)c1)S(C)(=O)=O
[26] N#Cc1nc(Cc2cccc3ccccc23)oc1NCc1ccc2c(c1)OCO2
[27] O=C(NCC(=O)N(c1ccc(F)cc1)C(C(=O)NCC1CCCO1)c1ccccc1)c1ccco1 (stereo not given)
[28] COc1ccc(N2CCN(Cc3nc4c(c(=O)[nH]c(=O)n4C)n3CC(C)=O)CC2)cc1
[29] NC(=O)C1CCN(C(=O)c2cc3n(n2)C(C(F)(F)F)CC(c2ccco2)N3)CC1 (stereo not given)
[30] CCOc1ccc(N(CC(=O)NCc2cccs2)S(=O)(=O)c2c(C)noc2C)cc1

Assay by compound,25,26,27,28,29,30
Caspase-7 inhib,1%,0%,2%,0%,-5%,0%
ERK AVP inh,-7%,-12%,-9%,nt,8%,-8%
A350 fluor,i,i,i,nt,nt,nt
Tau filament bind,-10%,-3%,3%,1%,3%,2%
Casp1 inh,-1%,-1%,-1%,-2%,-3%,-1%
Rhodamine fluor,i,i,i,nt,nt,nt
Texas Red fluor,i,i,i,nt,nt,nt
FLuc inh,1%,2%,0%,6%,-2%,0%
Fluorescein fluor,i,i,i,nt,nt,nt
HEK293 cAMP ctrl,4%,-2%,24%,2%,-5%,6%
4-MU autofl,i,i,i,nt,nt,nt

[31] O=C(CN1CCN(Cc2ccccc2Cl)C1=O)NC1CCCCCCC1
[32] N=c1n(Cc2ccccc2)c2ccccc2n1CC(O)COc1ccccc1 (stereo not given)
[33] CC(C)C(c1nnnn1Cc1cccs1)N1CCN(c2ccccc2)CC1 (stereo not given)
[34] Cn1nc(C(=O)Nc2ccc(S(=O)(=O)N3CCCCC3)cc2)ccc1=O
[35] CCN(CC(=O)NCc1ccc(F)cc1)CC(O)COCc1cccc(OC)c1 (stereo not given)
[36] Cc1cc(C)cc(-n2nnc(C(=O)NCc3ccc4c(c3)OCO4)c2N)c1
[37] COC(=O)c1ccccc1NC(=O)CSc1nc(N)cc(N)n1

Assay by compound,31,32,33,34,35,36,37
Caspase-7 inhib,0%,-7%,-1%,-1%,-2%,-7%,1%
ERK AVP inh,3%,-12%,-16%,4%,5%,26%,nt
A350 fluor,?,i,i,i,i,i,nt
Tau filament bind,12%,2%,19%,-2%,-6%,-4%,6%
Casp1 inh,0%,0%,-3%,1%,2%,-4%,-5%
Rhodamine fluor,i,i,i,i,i,i,nt
Texas Red fluor,i,i,i,i,?,i,nt
FLuc inh,2%,2%,3%,1%,0%,0%,1%
Fluorescein fluor,i,i,i,?,?,i,nt
HEK293 cAMP ctrl,?,4%,?,-7%,20%,25%,0%
4-MU autofl,i,i,i,i,i,i,nt

Source: PubChem BioAssay

A portion of the library. The share of hits here may be higher or lower than overall.
